EphA4 KYL inhibition = EphA4 ligand-binding antagonists – biochemical, colorimetric, mouse EphA4, primary screen (AID 689); EphA4-AP binding to KYL peptide, pNPP A405; higher % means a stronger effect; inhibition, % at 10 µM; hits with a dose series show IC50 in µM; 62,000 tested, 0.1% active; in the data active = a potency from the dose series; inactive = the rest, 99 in 100 with inhibition below about 22%
Active calls of the source: *; & = joins results of further samples.

SMILES | EphA4 KYL inhibition
CCOC(=O)N1CCN(c2c(N3CC=C(c4ccccc4)CC3)c(=O)c2=O)CC1 | -3%
COC(=O)c1c(C(=O)OC)c(-c2ccccc2)n2c1CCC2 | -3%
COC(=O)c1cc2sc(Cl)cc2n1CC(=O)Nc1cccc(SC)c1 | -1%
CCCn1c(/N=C/c2ccccc2O)nc2ccccc21 | -11%&6%
O=C(c1ccco1)N1CCN(C(=O)c2ccc(Cn3cc(Br)cn3)o2)CC1 | 0%
Cc1ccc(OCc2nnc(SCC(=O)Nc3sc(C)c(C)c3C#N)n2C)cc1 | -5%
O=S(=O)(N=S(N1CCCCC1)N1CCCCC1)c1ccccc1 | 1%
CCCOC(=O)C1[C@H]2C(=O)N(C(C)c3ccc(OC)cc3)C[C@]23C=C[C@H]1O3 (stereo partly specified) | -7%
COc1ccc(C2c3ccc4ccccc4c3Oc3ncn(CCN4CCOCC4)c(=N)c32)cc1 (stereo unspecified) | -13%
CCCCOC(=O)c1ccc(NC(=O)C2CC(C)=C(C)CC2C(=O)O)cc1 (stereo unspecified) | -4%
CCOc1ccc(N(CC(=O)NCc2ccc(OC)cc2)S(=O)(=O)c2c(C)noc2C)cc1 | -11%
COc1ccc(C(=O)N2CC3(CC(c4ccc(Cl)cc4)=NO3)C[C@H]2C(=O)NCC(N)=O)cc1 (stereo partly specified) | -6%
COc1ccc(-c2nnc3n2-c2ccccc2SC3)cc1OC | 14%
O=c1c2ccccc2sn1-c1ccc(S(=O)(=O)N2CCCC2)cc1 | 0%
N#Cc1ccc(NC(=O)c2nc(-c3ccccc3)n(-c3ccccc3)n2)cc1 | 6%
O=C(NC(NC(=S)Nc1cccc(Br)c1)C(Cl)(Cl)Cl)c1ccccc1F (stereo unspecified) | -8%
COc1ccc(Cn2c(CCC(=O)NCc3ccco3)nc3cccnc32)cc1 | -2%
Cc1cccc(NC(=O)c2cccc(N3C(=O)C4C5CCC(C5)C4C3=O)c2)c1C (stereo unspecified) | -6%
Cc1ccc(NC(=O)COc2ccc(Cl)cc2Cl)c([N+](=O)[O-])c1 | -13%
CC(C)C(=O)Nc1ccc2c(c1)nc(CCN1CCN(C)CC1)n2C | 9%

Part of the list above in order of molar mass, high to low:
SMILES | EphA4 KYL inhibition
CCOc1ccc(N(CC(=O)NCc2ccc(OC)cc2)S(=O)(=O)c2c(C)noc2C)cc1 | -11%
COC(=O)c1cc2sc(Cl)cc2n1CC(=O)Nc1cccc(SC)c1 | -1%
COc1ccc(Cn2c(CCC(=O)NCc3ccco3)nc3cccnc32)cc1 | -2%
CCCOC(=O)C1[C@H]2C(=O)N(C(C)c3ccc(OC)cc3)C[C@]23C=C[C@H]1O3 (stereo partly specified) | -7%
CCCn1c(/N=C/c2ccccc2O)nc2ccccc21 | -11%&6%

Later entries
SMILES | EphA4 KYL inhibition
COc1ccc(NC2SC(=O)N(CC(=O)O)C2=O)cc1 (stereo unspecified) | -11%
O=Cc1ccc(OC(=O)C2CC(=O)N(c3ccc(F)cc3)C2)cc1 (stereo unspecified) | -1%
Clc1cccc(Cl)c1COn1nnc2ccccc21 | 1%
Cn1c(CNC2CCCCC2)c(C#N)c2ccccc21 | -10%
CCn1c(=O)cc(O)c2c(=O)n(C)c(=O)n(C)c21 | 3%
Cc1ccc(OCC(=O)Nc2cccc(I)c2)cc1 | 5%
N#CC1(c2ccccc2)CCCN1C(=O)c1ccc(Br)o1 (stereo unspecified) | 2%
Cc1cc(C)c(S(=O)(=O)n2ccc(-c3ccc(OCCN(C)c4ccccn4)cc3)n2)c(C)c1 | -1%
CC1SC2(C(=O)Nc3ccccc32)N(c2ccccc2)C1=O (stereo unspecified) | -6%
CN(C(=O)Cn1nnc(-c2cccc(C(F)(F)F)c2)n1)C1CCCCC1 | 2%
Cc1cccc(-c2nnc(N)s2)c1 | 10%
Cc1ccc(OCC(=O)NNC(=O)C2CCN(c3nccc(C)n3)CC2)cc1 | -5%
CCOc1ccc(CC(=O)Nc2ccc(S(=O)(=O)Nc3cc(C)on3)cc2)cc1OCC | 8%
Cc1cccc(OCC(=O)NCCCN(C)C)c1 | -8%
Cc1cccn2c(=O)c(/C=C3\SC(=S)N(Cc4ccccc4)C3=O)c(NCCCn3ccnc3)nc12 | 1%
CCCN=C(Nc1ccc(Cl)cc1)c1cccnc1 | 3%
O=C(/C=C/c1ccc(Cl)cc1)Nc1ccc(-c2nc3ccccc3s2)c(O)c1 | 0%
CCOC(=O)c1c(C)[nH]c(C(=O)CSc2ccccc2)c1C | 9%
COc1ccc(N2C(=O)CC(Sc3nccc(C)n3)C2=O)cc1 (stereo unspecified) | 2%&0%
Nc1c(S(=O)(=O)c2ccccc2)c2nc3ccccc3nc2n1/N=C/c1ccco1 | -12%
Cc1cc(=O)[nH]c(SCC(=O)Nc2ccc(S(=O)(=O)N3CCOCC3)cc2)n1 | -10%
Nc1c(C(=O)NCc2cccnc2)sc(=S)n1-c1ccccc1 | -5%&-3%
CCOC(=O)c1ccc(NC(=O)NS(=O)(=O)c2ccc(C)cc2)cc1 | 0%
CNc1nc2c(c(=O)[nH]c(=O)n2C)n1CCOC | -6%
CCOC(=O)Cn1cc(C(=O)C2CC2)c2ccccc21 | -9%
CCOC(=O)C(/C=N/c1cc(C)nn1-c1ccccc1)=C(\C)O | -21%
O=C(Nc1ccc(OC(F)(F)F)cc1)C1CCCN(S(=O)(=O)c2cccnc2)C1 (stereo unspecified) | 10%
CC1CN(c2ccc(C(F)(F)F)cc2[N+](=O)[O-])CCN1S(C)(=O)=O (stereo unspecified) | -4%
CCCn1c(SCC(=O)c2ccc(CC)cc2)n[nH]c1=O | -1%
COc1cc2c3c(c1OC)C1(C=CC(=O)C=C1)CC3N(C(=O)c1ccccc1)CC2 (stereo unspecified) | -6%
COc1ccc(Cl)cc1NC(=O)Nc1cccc([N+](=O)[O-])c1C | -9%
O=C(C1CCCN1S(=O)(=O)c1cccc2cccnc12)N1CCc2ccccc21 (stereo unspecified) | -22%
O=C(COC(=O)c1ccccc1Nc1ccccc1)c1ccccc1 | -9%
COc1ccccc1C(=O)NCc1ccc2c(c1)OCO2 | -5%
CCC(=O)Nc1cccc(-c2nnc(SCC(=O)c3ccccc3)n2C)c1 | -5%
CCOc1ccc(NC(=O)C2CCN(S(=O)(=O)c3cccnc3)CC2)cc1 | -3%
CCOC(=O)CC1=C(C(=O)OCC)C(c2ccc(OC)cc2OC)C(C#N)=C(N)O1 (stereo unspecified) | 10%
CC1(C)CC(=O)C2=C(C1)OC(N)=C(C#N)C21CCN(Cc2ccccc2)CC1 | -6%
Cc1c(Cl)cccc1N1C(=O)C2ON(c3ccccc3)C(c3cccnc3)C2C1=O (stereo unspecified) | -5%
CCn1c(CSc2nccn2C)nc2cc(C(=O)O)ccc21 | 10%

7 entries from above, set out differently.
SMILES	EphA4 KYL inhibition
O=C(COC(=O)c1ccccc1Nc1ccccc1)c1ccccc1	-9%
COc1ccccc1C(=O)NCc1ccc2c(c1)OCO2	-5%
CCC(=O)Nc1cccc(-c2nnc(SCC(=O)c3ccccc3)n2C)c1	-5%
CCOc1ccc(NC(=O)C2CCN(S(=O)(=O)c3cccnc3)CC2)cc1	-3%
CCOC(=O)CC1=C(C(=O)OCC)C(c2ccc(OC)cc2OC)C(C#N)=C(N)O1 (stereo unspecified)	10%
CC1(C)CC(=O)C2=C(C1)OC(N)=C(C#N)C21CCN(Cc2ccccc2)CC1	-6%
Cc1c(Cl)cccc1N1C(=O)C2ON(c3ccccc3)C(c3cccnc3)C2C1=O (stereo unspecified)	-5%

Random excerpt: 2 records from the list.
SMILES | EphA4 KYL inhibition
CCOC(=O)Cn1cc(C(=O)C2CC2)c2ccccc21 | -9%
Cc1c(Cl)cccc1N1C(=O)C2ON(c3ccccc3)C(c3cccnc3)C2C1=O (stereo unspecified) | -5%

(list continues)
SMILES | EphA4 KYL inhibition
COc1cccc(NC(=O)C(NCC2CCCCC2)c2ccccc2)c1 (stereo unspecified) | -2%
C(=N\n1cnnc1)/c1ccc(OC2CSC2)cc1 | 18%
Cc1ccc(NC(=O)CSC2=C(C#N)C(c3ccc4c(c3)OCO4)C3=C(CCCC3=O)N2)c(C)c1 (stereo unspecified) | -13%
Cc1ccc(N(CC(=O)Nc2ccc3c(c2)OCCO3)S(=O)(=O)c2c(C)noc2C)cc1 | 4%
O=C(c1ccccc1)c1ccc(C(=O)N2CCOCC2)cc1 | -3%
Cc1ccc(OCc2nnc(SCC(=O)O)n2N)cc1 | 10%
CCCCOc1ccc(NC(=O)c2ccncc2)cc1 | -4%
O=C(CCC(=O)NNC(=O)COc1ccccc1)NCc1ccccc1 | -3%
C(=C\c1ccccc1)/C=N/Nc1nc(N2CCCCC2)nc(N2CCCCC2)n1 | -12%
N/C(=N\OC(=O)c1ccc(Cl)cc1)c1ccc(Br)cc1 | -18%
CC(=O)N1CCN(Cc2nc3cc(NC(=O)c4ccccc4)ccc3n2C)CC1 | -2%
CCC(OC(=O)c1cc2sccc2n1C)C(=O)NCC1CCCO1 (stereo unspecified) | -16%
O=C(/C=C/c1ccccc1)NC(=S)Nc1cccc(NC(=O)c2ccco2)c1 | -13%
O=C1c2ccccc2NC(c2c(Cl)cccc2Cl)N1Cc1ccco1 (stereo unspecified) | 3%
CC(C)(C)OC(=O)N1CCC(C(=O)N2CCC[C@H]2C(=O)O)CC1 | -5%
c1ccc(-c2nc(NCCCn3ccnc3)c3oc4ccccc4c3n2)cc1 | -16%
Clc1cc(Cl)cc(CSc2nnc(-c3sccc3-n3cccc3)o2)c1 | -6%
CC12CC3CC(C)(C1)CC(C(=O)NC(=S)N1CCCCC1)(C3)C2 | -5%
O=C(O)c1ccc(CSc2nc(-c3ccc(Cl)cc3)cc(C(F)(F)F)n2)cc1 | 12%
CCOC(=O)c1cccc(NC(=O)CSc2nc(N)cc(N)n2)c1 | -10%
CCOc1ccc(/C=C/C(=O)c2c(O)c3ccccc3oc2=O)cc1 | 0%
CC1CCCCN1C(=O)c1cnn2c(C(F)(F)F)cc(-c3ccco3)nc12 (stereo unspecified) | -13%
CCSc1nnc(NC(=O)CSc2nc3c(cc2C#N)CCCC3)s1 | -6%
COc1cccc(NC(=O)N2CCCC2C(=O)NCC(C)C)c1 (stereo unspecified) | 2%
O=C(O)CCC(=O)N1N=C(c2c(-c3ccccc3)c3cc(Cl)ccc3[nH]c2=O)CC1c1ccc([N+](=O)[O-])cc1 (stereo unspecified) | -8%
O=C(c1cnc(-c2ccc(Cl)cc2)s1)c1ccc(Cl)cc1Cl | -11%
Cc1nnc(C)n1/N=C/c1ccccc1 | -13%
Cc1[nH]nc2c1C(c1cccc(OC(=O)N3CCOCC3)c1)C(C#N)=C(N)O2 (stereo unspecified) | -8%
Cc1cc(C)c[n+](CC(=O)c2cc3ccccc3oc2=O)c1 | 0%
Cc1ccccc1C(=O)N=c1c(C#N)cc2c(=O)n3cccc(C)c3nc2n1Cc1ccco1 | 14%
CCCOC(=O)NC(CC)COC(=O)Nc1cccc(C)c1C (stereo unspecified) | -4%
O=C1NC(=O)C2C1C(c1ccccc1)N1C3C(=O)NC(=O)C3C(c3ccccc3)N21 (stereo unspecified) | -6%
CC1(C)CC(=O)C(C=Nc2cccnc2)=C(O)C1 | -1%
CNC(=O)c1sc(SC)cc1-c1ccc(Cl)cc1 | -7%
OCCN1CCN(c2nc(-c3ccccc3)nc3c2oc2ccccc23)CC1 | -8%
Cc1ccc(C2(C(F)(F)F)NC(=O)N3CCCN=C3S2)cc1 (stereo unspecified) | 2%
CCC1CCCN1Cn1cnc2c([nH]c3ccccc32)c1=O (stereo unspecified) | 5%
CNC(=O)C(Sc1ccccc1)c1ccccc1 (stereo unspecified) | 4%
COc1ccc(N2C(=O)C3CCCN3C2c2cccc(F)c2)cc1Cl (stereo unspecified) | 3%
CN1CCN(c2nc(-c3cccs3)cc(C(F)(F)F)n2)CC1 | -18%
CCOC(=O)c1cccc(NC(=O)C2CCCN(S(=O)(=O)c3c(C)nn(C)c3C)C2)c1 (stereo unspecified) | 9%
CCOC(=O)C1=CN(C)C=C(C(=O)OCC)C1c1ccsc1 | 16%
CCOC(=O)c1ccc(NC(=O)c2c(Cl)cccc2Cl)cc1 | 25%
CSc1ccccc1C(=O)Nc1cc(C)cc(C)c1 | 8%
Cc1cc(C)nc(NC(=O)c2cc3ccccc3o2)n1 | -6%
CCCSc1nc2c(cnn2-c2ccc(Cl)cc2)c(=O)[nH]1 | 2%
COc1ccc(NC(C)=O)cc1NC(C)C(=O)Nc1ccc(F)c(F)c1F (stereo unspecified) | -3%
CCn1c(/C=C/c2cccc([N+](=O)[O-])c2)nc2ccccc2c1=O | -9%
CCCCOC1(c2ccccc2)OC(=O)c2ccccc21 (stereo unspecified) | -11%
CCOC(=O)CSc1nnc(CNC(=O)Cc2ccccc2)n1C | 0%
O=C(c1ccc(Cl)cc1)c1cnc(-c2ccc(Cl)cc2)s1 | -9%
O=C(c1cc(N2CCCCC2)c(F)cc1[N+](=O)[O-])N1CCCCC1 | 5%
CSc1nc(C2CC2)cc(-c2cccs2)c1C#N | -1%
CCOC(=O)c1cnn(-c2ncnc3sc(CC)cc23)c1N | -1%
O=C(CSc1nnc(NC(=O)CN2CCOCC2)s1)Nc1ccccc1 | -5%
CCOC(=O)c1c(-c2ccc(Cl)cc2)csc1NC(=O)COc1ccc(F)cc1 | -11%
Cc1ccc2oc(=O)c3cnn(CC(=O)N(CCC(C)C)Cc4ccco4)c3c2c1 | -10%
O=c1c([N+](=O)[O-])cc(C(F)(F)F)cn1Cc1cccc(Cl)c1 | 0%
O=C(Nc1nnc(C2CC2)s1)c1ccc(S(=O)(=O)c2ccccc2)cc1 | -14%
Cc1ccc(C(=O)NCc2ccc(N3CCN(C(=O)OC(C)(C)C)CC3)cc2)cc1 | -8%

Next records follow:
SMILES | EphA4 KYL inhibition
COC(=O)CN(c1ccc(C)cc1)S(=O)(=O)c1ccc(SC)cc1 | -8%
CC1=C(C#N)C2C(/C1=N/O)C2(C)C (stereo unspecified) | -6%
O=C(Nc1ccccc1)c1ccccc1C(=O)N1CCCCC1 | 4%
Cc1ccc(S(=O)(=O)/N=C(/Nc2c(C)n(C)n(-c3ccccc3)c2=O)c2ccc(Cl)cc2)cc1 | -2%

Compound activity (PubChem BioAssay)

Not all compounds are listed; count on the stated rates, not on these rows.
